MgcRacGAP inhibition: MgcRacGAP GTPase-activating activity inhibitors, confirmation, biochemical, ADP Hunter fluorescence. MgcRacGAP-stimulated Rac1 GTP hydrolysis, ADP Hunter fluorescence; higher % means a stronger effect; GST-tagged Rac1 F28L mutant substrate. inhibition, % at 30 µM, or IC50 in µM where a hit was titrated. hit rate 0.6% among 340,000. AID 624330;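 active means first-screen hits whose inhibition reached a set limit at any dose in the follow-up dose series; inconclusive means inhibition above the set first-screen limit but never retested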;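 further: fluorescence reports GDP produced by GAP-driven GTP hydrolysis; strong numbers were not always called active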
GPR35 antagonists: GPR35 antagonists blocking zaprinast-driven arrestin recruitment, primary screen, imaging, U2OS, beta-arrestin-GFP, zaprinast agonist (AID 2058) | U2OS GPR35 beta-arrestin-GFP translocation imaging, zaprinast antagonism; higher % means a stronger effect | inhibition, % at 10 µM; hits with a dose series show IC50 in µM | hit rate 0.052% among 290,000;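 active means inhibition of at least 50% with at least 30 cells and total cytoplasm GFP at most 10,000,000; inconclusive means under 30 cells or total GFP of 10,000,000 plus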
Dengue-2 NS5 capping: Dengue-2 NS5 methyltransferase inhibitors, primary screen, biochemical, confirmation dose response (AID 588689) | one-dose inhibition, % at 25 µM; IC50 in µM for titrated hits | hit rate 0.3% among 340,000 | Dengue-2 NS5 methyltransferase capping enzyme assay, biochemical; higher % means a stronger effect; in the data active means a potency from the dose series; inconclusive means inhibition above about 29% without an active follow-up result
Salmonella PhoP GFP: inhibitors of PhoP regulon expression, primary screen, Salmonella Typhimurium, GFP reporter (AID 1863) | one-dose inhibition, % at 50 µM; IC50 in µM for titrated hits | hit rate 0.16% among 300,000 | S. Typhimurium PhoP-regulated promoter GFP reporter, 4 h; higher % means a stronger effect;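 active means inhibition over 29.93%, a cutoff 3 SD above the screen mean, later confirmed by dose response; inconclusive means inhibition over 29.93% but no dose response follow-up; inactive means inhibition at most 29.93% or unconfirmed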;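 further: 0% = low Mg2+ inducing control and 100% = high Mg2+ repressing control; strong numbers were not always called active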
SV40 large T antigen: TAg ATPase/helicase activity blockers – biochemical (AID 1903); one-dose inhibition, % at 20 µM; IC50 in µM for titrated hits; hit rate 0.39% among 310,000; SV40 large T antigen ATPase/helicase inhibition assay; higher % means a stronger effect; in the data active means a potency from the dose series; inconclusive means inhibition mostly from about 32% at the one dose, without a potency; inactive means the rest, 99 in 100 with inhibition below about 32%; further: strong numbers were not always called active
LYP inhibition: PTPN22 lymphoid phosphatase activity blockers – biochemical, fluorescence intensity, uHTS (AID 1779). recombinant LYP phosphatase, fluorescence intensity; higher % means a stronger effect. inhibition, % at 11.5 µM, or IC50 in µM where a hit was titrated. hit rate 0.054% among 290,000; in the data active means inhibition above about 50%;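 further: plate controls were vehicle with enzyme for no effect and no enzyme for full effect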
CSM14.1 death rescue: rescue of cells from ER stress-induced death, primary screen, 384-well, CSM14.1, thapsigargin, ATP luminescence (AID 1222); CSM14.1 thapsigargin-induced death rescue, ATP luminescence; higher % means a stronger effect; cellular ATP content (survival), % at 20 µM, or EC50 in µM where a hit was titrated; 190,000 tested, under 10 active;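 active means EC50 below 50 µM in the dose-response confirmation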;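 further: death triggered by thapsigargin at about 15 µM added after 2 h compound pretreatment; cell ATP read after overnight thapsigargin exposure of roughly 18 to 22 hours; normalized against plate controls of thapsigargin alone and 5% DMSO vehicle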
West Nile antiviral: West Nile virus antiviral activity, cell-based, CPE readout (AID 1621). hit rate 0.02% among 290,000. West Nile virus-infected cells, CPE inhibition; higher % means a stronger effect. one-dose CPE inhibition, % at 10 µM; IC50 in µM for titrated hits; in the data active means a potency from the dose series; inconclusive means CPE inhibition mostly from about 3.7% at the one dose, without a potency; inactive means the rest, 99 in 100 with CPE inhibition below about 2.2%; further: strong numbers were not always called active
RSV antiviral HEp-2: inhibition of RSV-induced cytopathic effect – HEp-2 cells, primary 10 µM value included (AID 2391) | CPE inhibition, % at 10 µM; hits with a dose series show IC50 in µM | hit rate 0.13% among 310,000 | HEp-2 cells, RSV-induced CPE inhibition; higher % means a stronger effect; in the data active means a potency from the dose series; inconclusive means CPE inhibition mostly from about 23% at the one dose, without a potency; inactive means the rest, 99 in 100 with CPE inhibition below about 21%; further: strong numbers were not always called active
Dengue-2 NS5 capping pilot replicate: recorded beside Dengue-2 NS5 capping, whose call it bears; inhibition, %; measured here: pilot screen replicate inhibition
An asterisk follows results filed as active; ? = inconclusive; · = not tested or not shown.

SMILES	MgcRacGAP inhibition	GPR35 antagonists	Dengue-2 NS5 capping	Salmonella PhoP GFP	SV40 large T antigen	LYP inhibition	CSM14.1 death rescue	West Nile antiviral	RSV antiviral HEp-2	others
O=C(Nc1ccnn1C1CCN(C2CCC2)CC1)c1cccc(F)c1	12%	8%	-15%	6%	5%	-6%	·	-0.2%	·
Cc1ccc(-c2ccc(C#N)c(=O)n2CC(=O)N(C)C)cc1	0%	1%	3%	8%	5%	-6%	·	-0.6%	1.1%
CC(=O)c1ccc(N(CC(=O)NC2CCCCC2)C(=O)CNC(=O)c2ccco2)cc1	1%	-1%	-6%	-4%	7%	-2%	·	-0.2%	0.8%
S=c1[nH]nc(-c2ccc3ccccc3n2)n1-c1cc(Cl)cc(Cl)c1	7%	-16%	4%	-14%	7%	-4%	2.4%	-1.2%	?
CCCCC(CC)C(=O)N1CCN(C(=O)c2ccco2)CC1 (centres undefined)	2%	-4%	-1%	3%	8%	-7%	0.0%	-0.7%	0.8%
O=c1[nH]c(N2CCCCCC2)nc2ncn(Cc3ccccc3)c12	8%	5%	-1%	-7%	3%	1%	·	-0.2%	0.3%
Cc1cc(OCC(=O)Nc2sc3c(c2C#N)CC(C)(C)NC3(C)C)c(C(C)C)cc1Cl	1%	-1%	-4%	-1%	3%	-13%	·	?	5.1%
CCCNC(=O)CC1C(=O)N(Cc2ccccc2)C(C)c2nc3ccccc3n21 (centres undefined)	2%	-2%	-2%	5%	-8%	-2%	0.2%	-0.2%	1.5%
O=C(O)CCn1c(SCCOc2ccccc2F)nc2ccccc21	11%	-1%	·	9%	6%	-9%	·	0.2%	0.8%
Brc1ccc2nc(-c3c[nH]c4ccccc34)cn2c1	4%	5%	-25%	-1%	23%	7%	·	-1.1%	16%
Cc1ccc(CN(C(=O)c2ccc([N+](=O)[O-])cc2)C2CCS(=O)(=O)C2)o1 (centres undefined)	15%	-8%	-2%	-7%	12%	-11%	·	-0.2%	6.4%
C=CCn1c(=N)n(CC(=O)c2ccc(OC)cc2)c2ccccc21	15%	13%	10%	2%	3%	-2%	·	-0.2%	-0.5%
O=C(NC1CCCCCC1)C1C2C=CC3(CN(Cc4cccnc4)C(=O)C13)O2 (centres undefined)	6%	20%	3%	10%	3%	-5%	-0.3%	0.4%	2.3%
CCc1c(C)nc2ncnn2c1N1CCC(C(=O)Nc2cccc(C(C)=O)c2)CC1	7%	-3%	-2%	-1%	-2%	-8%	-1.4%	·	1.4%
O=C1CN(C(=O)CNC(=O)c2ccc(Cl)cc2Cl)CCN1	4%	12%	-7%	2%	18%	-6%	·	-0.1%	0.3%
CC(O)CNc1ccc([N+](=O)[O-])cc1S(=O)(=O)N1CCOCC1 (centres undefined)	8%	-12%	-3%	5%	7%	-1%	0.9%	0.3%	-0.2%
CCSCCOC(=O)C1=C(C)N(C)C(=O)NC1c1ccc2c(c1)OCO2 (centres undefined)	10%	-1%	5%	0%	-3%	-4%	·	-0.6%	0.8%
Cc1ccc(-n2ncc3c2CC(C)(C)CC3NC(=O)CCc2cccnc2)cc1 (centres undefined)	10%	-3%	3%	-4%	8%	-2%	·	0.0%	9.3%
COc1ccc(N(CC(=O)N2CCCCC2)S(=O)(=O)c2c(C)nn(C)c2C)cc1	1%	0%	-3%	9%	1%	-9%	-1.3%	0.5%	-0.6%
CCOC(=O)c1cnn2c(N)c(C#N)nnc12	0%	-10%	1%	1%	-4%	-1%	-1.8%	0.3%	-1.6%
COc1cc(/C=C2\C(=N)N3N=C(S(C)(=O)=O)SC3=NC2=O)cc(OC)c1OCCOc1ccc(C)cc1	10%	3%	5%	-3%	33%	10%	·	1.6%	2.1%
COc1cccc(-c2ccc(SCC(=O)N3CCOCC3)nn2)c1	3%	-10%	-5%	2%	5%	-4%	·	0.0%	0.0%
O=C(CCCNC(=O)/C(=C/c1ccccc1F)NC(=O)c1ccccc1)OCc1ccccc1	12%	22%	1%	1%	1%	1%	-2.2%	-0.5%	0.8%
Cc1cccc(NC(=O)NNC(=O)COc2ccc3ccccc3c2)c1	3%	8%	2%	1%	1%	-5%	·	0.3%	3.7%
c1ccc(OCCCn2nnc(-c3ccc(N4CCOCC4)cc3)n2)cc1	-3%	7%	-4%	2%	3%	6%	-2.1%	-0.9%	0.2%
CS(=O)(=O)N1CCC(C(=O)N2CCN(c3ccc(F)cc3)CC2)CC1	7%	-5%	-4%	6%	2%	-6%	-0.7%	0.1%	1.6%
CC1CCN(CCCCOc2ccccc2Br)CC1	21%	·	-4%	2%	5%	-7%	-0.8%	-0.8%	0.4%
CC(=O)c1ccc(N2CCN(C(=O)c3ccc4c(=O)n(-c5ccccc5)c(=O)[nH]c4c3)CC2)cc1	5%	5%	4%	-5%	-1%	-3%	-1.7%	-0.4%	-0.1%	Dengue-2 NS5 capping pilot replicate=0.6
O=C(CN1CCN(c2ccc(F)cc2)CC1)NCc1cccs1	20%	4%	1%	-9%	9%	-3%	-2.7%	-0.5%	-0.8%
CCC(Sc1nnc(-c2ccco2)n1C)C(=O)Nc1nnc(C)s1 (centres undefined)	5%	-16%	-7%	5%	-7%	-12%	·	-0.3%	1.1%
O=C(CNc1cc(S(=O)(=O)N2CCOCC2)ccc1N1CCCC1)N1CCc2ccccc21	7%	-3%	-7%	0%	21%	2%	0.3%	-0.1%	2.8%
O=C(Nc1ccc(Oc2ccc(NC(=O)Nc3ccc([N+](=O)[O-])cc3)cc2)cc1)Nc1ccc([N+](=O)[O-])cc1	-8%	6%	-2%	12%	-4%	-2%	·	?	18%
CC(C)(O)[C@H](O)COc1c2ccoc2cc2oc(=O)ccc12	9%	-5%	-2%	6%	13%	-5%	-5.1%	-0.1%	-1.0%
Cn1c(SCC#N)nc2ccccc2c1=O	8%	-1%	-5%	-2%	8%	-5%	·	0.2%	2.0%
CCOC(=O)c1[nH]c2cc(OC)c(OC)cc2c1NC(=O)c1ccc2c(c1)OCO2	-2%	-3%	1%	-2%	-1%	-8%	-0.7%	-0.3%	0.5%
O=Cc1c(Sc2ccccn2)nc2ccccn2c1=O	2%	0%	-17%	6%	14%	0%	-1.6%	1.9%	2.4%
Cc1ccccc1NS(=O)(=O)c1cc(C(=O)Nc2cccnc2)ccc1C	6%	-11%	-7%	0%	6%	-11%	·	-0.5%	2.3%
COCc1ccc(CN2CCCC(C(=O)Nc3ccccc3-c3ccc(OC)cc3)C2)o1 (centres undefined)	11%	5%	4%	1%	7%	-11%	·	-1.2%	1.9%
C[C@]12C=CC(=O)C=C1CC[C@@H]1C2[C@@H](O)C[C@@]2(C)C1CC[C@]2(O)C(=O)COC(=O)CCC(=O)O (some centres undefined)	·	-6%	-7%	4%	4%	-7%	·	0.0%	0.1%
O=C(CCS(=O)(=O)c1ccc(Br)cc1)N1CCN(c2ccccc2F)CC1	7%	-14%	3%	9%	5%	-4%	2.4%	-0.3%	0.3%
c1ccc(CNc2nc(-c3ccccc3)nc3ccccc23)cc1	11%	-4%	-4%	-5%	6%	-7%	·	-1.4%	15%
CN(C)c1ccc(CNC(=O)C2CCN(S(=O)(=O)c3ccc4c(c3)CCC(=O)N4)CC2)cc1	8%	4%	-3%	14%	19%	-7%	-1.4%	0.0%	0.6%
C/C(CC(=O)Nc1ccccc1Br)=N\NC(=O)C(=O)N1CCCC1	9%	9%	-2%	4%	9%	-4%	-0.2%	0.1%	0.6%
COc1ccc(/C=C/C(=O)c2ccc(Cl)s2)cc1O	13%	15%	-8%	-4%	9%	-1%	0.4%	2.3%	0.1%	Dengue-2 NS5 capping pilot replicate=-7.0
CC(C)(CNC(=O)c1ccc(Cl)c(S(=O)(=O)N2CCc3ccccc3C2)c1)N1CCOCC1	10%	-14%	4%	1%	16%	-6%	0.5%	-1.2%	7.6%
O=C(/C=C/Nc1ccc([N+](=O)[O-])cc1)c1ccc(Br)cc1	2%	7%	-12%	-48%	-7%	-4%	-0.8%	-0.3%	-0.4%
Cc1ccc(-n2nc(C)c3c(C)onc3c2=O)cc1	14%	-12%	12%	-6%	2%	-6%	·	0.1%	0.5%
CC1CCN(CC(=O)N2c3ccccc3CC2C)CC1 (centres undefined)	3%	-2%	-8%	-8%	3%	-3%	-1.3%	0.3%	0.7%
COc1ccc(C2CC2/C(C)=N/OC(=O)c2cccs2)cc1 (centres undefined)	6%	4%	-3%	-3%	4%	3%	-1.6%	-0.5%	4.8%
CCC(C)(C)n1nnnc1C(c1ccc(OC)c(OC)c1)N1CCN(c2cccc(OC)c2)CC1 (centres undefined)	7%	11%	-2%	-7%	3%	6%	·	-0.2%	1.0%
COC(=O)C1=CN(CCOC23CC4CC(CC(C4)C2)C3)C=C(C(=O)OC)C1c1ccsc1	0%	-16%	-2%	4%	26%	-3%	2.4%	-1.2%	9.2%
CC(C)C(=O)Nc1nnc(-c2ccccc2)o1	3%	-3%	-3%	2%	6%	-2%	-0.9%	0.5%	2.0%
